# FXIa inh 1536 = blocks human coagulation factor XIa protease activity; inhibition, % at 5 µM; P03951; 220,000 compounds, 0.14% hits; purified FXIa, Boc-Glu-Ala-Arg-AMC fluorogenic substrate; AID 798;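 active means inhibition of at least 40%; inactive means inhibition below 40%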;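 further: fluorescence of freed AMC excited at 355 nm; 0% = enzyme without compound and 100% = no enzyme blank; many of its hits are not listed in these tables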
# Cl transport mod = KCC2 (human) Cl- transport modulation | Q9H2X9 | 190,000 compounds, 2.2% hits | KCC2 cells, thallium flux FluoZin-2 fluorescence | B-score of Tl+ flux slope (higher = more flux/activation; lower = inhibition) at 10 µM | AID 1456;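 active means thallium flux slope and its plate-corrected score both differing from the plate sample mean at a set confidence after two filtering rounds, in either direction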;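 further: slope of fluorescence scaled to starting intensity during 10 to 20 s after thallium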
# Thrombin inh = blocks human thrombin protease activity; 220,000 compounds, 0.26% hits; alpha-thrombin, Boc-VPR-AMC fluorogenic substrate cleavage; inhibition, % at 5 µM;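 active means inhibition at or above 40%; inactive means inhibition below 40%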;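 further: 0% = enzyme with no compound and 100% = wells without enzyme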
#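 Material: human alpha-thrombin protein; Also added: Boc-VPR-AMC substrate, 15 µM final; Timing: enzyme reaction carried out at room temperature; Signal: fluorescence, ex 355 nm, em 460 nm; Measure: % inhibition of thrombin; Controls: enzyme without compound as high, wells lacking enzyme as low.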
# FXIIa inh 1536 = inhibitors of human coagulation factor XIIa. P00748. inhibition, % at 5 µM. 220,000 compounds, 0.3% hits. AID 800. purified FXIIa, Boc-QGR-AMC fluorogenic substrate, 2 h; in the data active means inhibition above about 40%;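 further: 0% = enzyme with no compound and 100% = blank without enzyme; many of its hits are not listed in these tables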
# Target sequence (P00748 20-372 limits assumed): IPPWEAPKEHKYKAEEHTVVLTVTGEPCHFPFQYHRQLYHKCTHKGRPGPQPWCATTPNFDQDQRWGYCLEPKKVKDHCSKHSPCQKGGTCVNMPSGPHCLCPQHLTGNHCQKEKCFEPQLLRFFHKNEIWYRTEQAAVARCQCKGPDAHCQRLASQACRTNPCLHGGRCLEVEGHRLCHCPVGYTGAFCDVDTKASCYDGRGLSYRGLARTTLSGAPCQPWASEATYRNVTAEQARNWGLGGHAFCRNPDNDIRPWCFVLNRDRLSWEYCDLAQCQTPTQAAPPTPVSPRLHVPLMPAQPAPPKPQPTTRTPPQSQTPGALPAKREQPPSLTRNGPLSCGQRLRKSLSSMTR
# Target sequence (P00748 373-615 limits assumed): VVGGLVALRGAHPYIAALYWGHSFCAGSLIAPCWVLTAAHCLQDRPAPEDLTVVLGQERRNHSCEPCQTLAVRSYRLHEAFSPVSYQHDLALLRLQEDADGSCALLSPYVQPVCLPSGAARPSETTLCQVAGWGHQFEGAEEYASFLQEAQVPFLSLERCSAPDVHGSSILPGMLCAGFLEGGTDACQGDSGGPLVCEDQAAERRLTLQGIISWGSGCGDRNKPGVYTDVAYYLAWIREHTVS
# TNF death inh = inhibitors of TNF-alpha induced necroptosis in Jurkat FADD-/- cells. Jurkat FADD-/- TNF necroptosis rescue, ATP luminescence, 24 h; 0 = TNF only, 100 = no-TNF cells. activation (protection from cell death), % at 10 µM. 220,000 compounds, 0.068% hits. AID 463075;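 active means activation, meaning protection from cell death, of at least 50% relative to plate controls; inactive means activation below 50%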;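 further: necroptosis triggered by 40 ng/mL TNF-alpha added together with compound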
# KLK5 inh = blocks human kallikrein 5 protease activity | AID 873 | Q9Y337 | inhibition, % at 5 µM | 210,000 compounds, 0.59% hits | recombinant hK5, fluorogenic AMC substrate cleavage;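 active means inhibition of 40% or more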;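 further: 0% = enzyme controls without compound and 100% = no-enzyme blanks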
# Target sequence (Q9Y337 67-293 limits assumed): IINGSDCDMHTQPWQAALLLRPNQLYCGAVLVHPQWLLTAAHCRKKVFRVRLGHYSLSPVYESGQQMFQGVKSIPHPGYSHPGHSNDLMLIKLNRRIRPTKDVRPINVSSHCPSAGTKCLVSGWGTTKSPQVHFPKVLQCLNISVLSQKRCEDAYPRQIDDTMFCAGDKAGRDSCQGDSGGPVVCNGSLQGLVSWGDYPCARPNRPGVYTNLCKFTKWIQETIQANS
# Hck Nef HTS = inhibitors of human Hck kinase activated by Nef. inhibition, % at 20 µM. 220,000 compounds, 0.68% hits. Recombinant Hck-YEEI plus Nef, Z-Lyte FRET kinase assay;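 active means Hck-Nef kinase inhibition above about 50%, limit read from the data; inactive means inhibition below that limit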;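 further: 0% = DMSO with Hck plus Nef and 100% = Hck alone without Nef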
# Rad51 HR inh = Rad51 (human) homologous recombination inhibition; Q06609; hRad51 DNA strand exchange, fluorescence dequenching; inhibition, % at 10 µM; 200,000 compounds, 0.085% hits; AID 1385;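 active means inhibition above 40% at the single screening dose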;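 further: 0% = DMSO control wells and 100% = blanks with heterologous ssDNA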
#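 Material: human Rad51–ssDNA filaments; Probe or stimulus: labelled 47-mer dsDNA for strand exchange; Doses: single 10 µM dose; Incubation: 37 °C 15-min filament assembly, 30-min compound preincubation, 15-min exchange; Technique: FRET fluorescence dequenching, excitation 485 nm, emission 520 nm; Measure: Fluorescence-based percent inhibition, control- and blank-normalised; Benchmarks: plate control and blank wells.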
# zVAD death inh = L929 zVAD cell death inhibition; L929 zVAD necroptosis rescue, ATP luminescence, 24 h; with zVAD 60 µM; 220,000 compounds, 0.38% hits; viability rescue, % at 10 µM;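 active means activation, scaled between plate controls, above about 75%, limit read from the data; inactive means activation under that limit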;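 further: 0% = zVAD with DMSO and 100% = DMSO alone without zVAD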
# The depositor's hits bear a star; nt = not tested or not shown. These rows are one share of the data; count on the stated rates, not on these rows.
SMILES	TNF death inh	zVAD death inh	Cl transport mod	Rad51 HR inh	FXIIa inh 1536	FXIa inh 1536	Thrombin inh	KLK5 inh	Hck Nef HTS
CCOC(=O)CNc1nc(Cl)nc(N2CCCCC2)n1	-0.4	0.1	-0.782	-4.7	2.7	-3.2	-4.8	-1.7	14.0
Cc1nc(C(F)(F)F)ccc1C(=O)Nc1ccccc1F	0.9	-0.1	0.431	4.2	10.8	14.6	6.3	5.6	-1.4
O=C1c2cccc3c([N+](=O)[O-])ccc(c23)C(=O)N1c1nccs1	-17.3	-2.0	-0.562	-9.8	13.4	-6.8	5.1	-0.8	0.7
O=C(CCCn1c(=O)oc2ccccc21)NC1CCCCCC1	0.8	-1.2	0.967	nt	6.1	0.1	-4.4	nt	-7.0
CCOC(=O)c1c(CN2CCOCC2)n(-c2ccccc2)c2cc(Br)c(OC)cc12	-2.6	0.4	1	-0.8	2.0	-1.6	-3.1	-19.6	-5.2
O=C(NC1CC1)c1cc2c(F)cccc2s1	-1.5	2.1	-1.65	1.3	10.4	-0.6	4.7	1.3	22.3
C/C(=N\NC(=O)C(=O)Nc1c(C)n(C)n(-c2ccccc2)c1=O)c1ccc(Cl)s1	-3.3	4.5	0.303	8.4	12.3	4.5	4.6	5.2	24.1
COc1ccc(/C(N)=N/OC(=O)c2ccco2)cc1	0.0	2.2	0.605	-5.4	3.9	-7.0	-9.6	-4.3	-18.4
CCOC(=O)CSc1nc2c(sc(=S)n2Cc2ccco2)c(=O)n1-c1ccc(F)cc1	0.2	-0.6	nt	-2.0	8.6	-24.5	2.8	9.2	0.0
O=C(NCCc1ccccc1)c1cccnc1N1CCCCCC1	-2.7	-0.5	nt	3.9	6.0	-7.0	-2.3	-3.0	-0.1
CC1CCCC(NC(=O)COC(=O)c2ccccc2[N+](=O)[O-])C1C (stereo not drawn)	0.2	1.3	0.0282	-7.9	6.6	0.9	0.6	6.0	3.0
N/C(=N\OC(=O)c1ccccc1)c1ccccn1	0.1	2.2	-1.13	-2.0	4.2	-2.5	-10.6	0.3	21.1
CC(C)/C=C1\CC/C(=C\c2cccnc2)C1=O	-6.5	6.5	-4.12*	10.3	10.4	-0.4	-5.6	-3.5	27.1
CCOc1cc(N2CCOCC2)c(OCC)cc1NC(=O)CN1CCCC(C)C1 (stereo not drawn)	0.4	0.6	-1.83	-17.1	7.2	2.7	-6.0	-12.0	3.2
CCOC(=O)c1c(NC(=O)COc2cccc3c2CCN(C)C3=O)sc2c1CCC2	-0.1	1.0	-0.593	5.4	13.8	3.0	-0.4	8.7	8.9
COc1ccc(C2c3[nH]c4ccccc4c3CCN2C(=O)c2ccc(=O)n(C)n2)c(F)c1 (stereo not drawn)	-2.2	0.5	nt	18.0	3.4	-0.9	-2.3	nt	-7.2
CCC(=O)N1CCc2cc(S(=O)(=O)CCC(=O)Nc3ccc(OC)c(OC)c3)ccc21	0.5	-0.4	1.2	-38.6	7.5	1.7	-0.5	-1.0	23.6
Cc1ccccc1NC(=O)OCc1cccnc1Sc1ccc(Cl)cc1	-1.4	0.0	1	-13.5	14.8	3.6	3.8	5.7	0.5
N#Cc1ccc(N2C(=O)[C@@H]3C(C(=O)C(c4ccccc4)c4ccccc4)=NN[C@@H]3C2=O)cc1	2.0	0.7	-0.204	-3.9	4.1	8.8	-4.0	-25.4	4.6
CC(C)CNC(=S)NNC(=O)c1ccc2c(c1)OCO2	-0.9	-0.5	-0.541	nt	2.5	21.7	-17.4	-50.3	5.5
Cc1ccc2cc3cc(C(=O)N4CCN(C(=O)c5ccco5)CC4)sc3nc2c1	1.4	6.8	-1.38	1.8	24.1	10.2	6.0	-4.4	-1.9
O=C(c1ccccc1F)N1CCN(c2ccc([N+](=O)[O-])c3cccnc23)CC1	-1.4	1.4	-1.59	2.1	10.8	-3.2	3.8	2.6	14.0
COc1ccccc1C(=O)NCCCN1CCCC1=O	-0.1	0.4	-0.316	-4.2	20.1	2.2	-4.7	-28.8	-0.2
CCC(C)OC(=O)c1[nH]c2c(c1C)C(=O)CC(c1ccc(N(C)C)cc1)C2 (stereo not drawn)	0.1	15.0	1.43	-9.2	14.8	6.7	-4.0	-3.2	4.1
O=[N+]([O-])c1ccc2cn[nH]c2c1	1.9	57.2	-1.16	-0.1	12.2	7.3	-1.6	-7.1	1.1

# Quoted at random: 2 entries already listed
SMILES	TNF death inh	zVAD death inh	Cl transport mod	Rad51 HR inh	FXIIa inh 1536	FXIa inh 1536	Thrombin inh	KLK5 inh	Hck Nef HTS
C/C(=N\NC(=O)C(=O)Nc1c(C)n(C)n(-c2ccccc2)c1=O)c1ccc(Cl)s1	-3.3	4.5	0.303	8.4	12.3	4.5	4.6	5.2	24.1
COc1ccc(C2c3[nH]c4ccccc4c3CCN2C(=O)c2ccc(=O)n(C)n2)c(F)c1 (stereo not drawn)	-2.2	0.5	nt	18.0	3.4	-0.9	-2.3	nt	-7.2

# Additional entries.
SMILES	TNF death inh	zVAD death inh	Cl transport mod	Rad51 HR inh	FXIIa inh 1536	FXIa inh 1536	Thrombin inh	KLK5 inh	Hck Nef HTS
CCOC(=O)C1CCN(C(=O)Nc2ccccc2Cl)CC1	2.3	4.3	-0.000869	0.1	15.7	1.5	-0.6	-0.6	-5.6
CC(=O)c1cccc(NC2c3ncccc3C(=O)N2Cc2ccco2)c1 (stereo not drawn)	0.3	1.7	nt	4.4	17.1	-5.0	-6.7	-9.1	0.1
O=C(Cn1nnc(-c2ccc(CN3CCOCC3)cc2)n1)NC1CCCCC1	-0.1	0.4	0.278	-8.8	9.1	-12.4	-0.2	-25.1	0.2
Cc1ccc(CNCc2ccccc2Cl)cc1	0.0	0.1	0.592	-11.5	-1.9	-2.4	-3.5	-3.9	4.4
CCn1c(SCc2nc3ccccc3c(=O)[nH]2)nnc1C(C)NC(=O)c1ccccc1 (stereo not drawn)	2.4	0.3	0.692	5.2	0.7	-7.1	-9.5	-10.6	18.0
CCCC(=O)OCCNC(=O)c1cc2ccccc2oc1=O	1.0	-0.2	-0.0653	-5.7	6.7	-2.0	-7.0	-1.9	0.7
COC(=O)/C(=C1/Oc2ccc(C(C)(C)C)cc2S1)C(F)(F)F	1.7	0.6	0.0183	6.8	2.5	0.6	-5.2	-12.3	-2.4
COc1ccc(CCNc2cc(=O)[nH]c(N)n2)cc1	1.4	-0.6	-0.0722	3.3	19.3	1.0	-2.8	-6.3	4.6
CCOC(=O)/C(C#N)=C(\O)c1ccc(NC(=O)c2ccc([N+](=O)[O-])cc2)cc1	0.5	0.5	-0.371	18.1	11.8	5.9	2.5	6.3	15.6
CCOC(=O)Cc1cc(=O)n2[nH]cc(-c3cccc(Br)c3)c2n1	-0.9	1.1	2.36	7.8	11.5	6.9	3.0	nt	2.8
O=C(NCC(c1cccs1)N1CCOCC1)c1ccc(Cl)c([N+](=O)[O-])c1 (stereo not drawn)	-5.3	-0.5	0.00659	8.2	6.5	9.6	-2.1	-7.5	-0.8
COc1ccc(C(CCN2CCCCC2)c2c(O)cc(OC)cc2OC)cc1 (stereo not drawn)	1.2	-0.1	-0.181	-0.3	12.0	0.7	4.3	2.1	23.2
CCN1c2ccccc2-c2nc3ccccc3n2C1c1cccnc1 (stereo not drawn)	-5.0	-0.3	-1.07	7.0	0.3	-4.9	-1.4	-9.7	21.7
Cn1c(NC(=O)c2cccnc2)nc2ccccc21	-1.8	0.9	0.409	-0.4	1.1	-8.0	-0.4	-18.7	-0.8
CCOc1ccc(Br)cc1S(=O)(=O)N1CCC(C(N)=O)CC1	0.7	-0.8	-1.03	-4.1	7.8	1.9	-1.3	5.7	11.6
COCCNC(=S)NC1CC2CCC(C1)N2Cc1ccccc1 (stereo not drawn)	-0.1	-0.6	0.151	nt	15.3	5.8	4.8	22.5	-6.4
COC(=O)C1C(=O)c2c([nH]c(C(=O)OCC3CCCO3)c2C)CC1C (stereo not drawn)	0.8	1.8	0.316	-9.1	9.6	3.0	-1.1	2.8	-1.3
COc1ccccc1CC(=O)Nc1ccc([N+](=O)[O-])cc1OC	3.6	0.8	-1.78	4.8	2.3	4.6	-4.4	-6.1	1.3
CN(C)S(=O)(=O)N1CCN(C(=O)N2CCOCC2)CC1	1.6	0.0	0.0926	nt	16.3	5.3	7.7	-0.9	1.1
Cc1nn(CCC(=O)O)c2nc(-c3cccnc3)cc(C(F)(F)F)c12	-2.4	0.7	-0.418	0.3	8.8	2.3	-0.3	-1.8	1.8
O=C(COC(=O)CNC(=O)c1sc2ccccc2c1Cl)Nc1cc(Cl)cc(Cl)c1	-1.2	0.6	-1.96	-0.2	10.7	0.7	-1.2	2.9	30.0
COc1ccc(CNC(=S)Nc2cc(C)cc(C)c2)cc1	-3.2	-0.1	0.178	-1.9	9.1	2.9	-4.6	-26.9	0.3
COc1ccc(N2CCN(CC(=O)Nc3cccc(S(=O)(=O)N4CCOCC4)c3)CC2)cc1	0.9	2.8	-0.0561	3.1	4.3	7.3	-3.1	-6.2	1.5
CCc1nnc(NC(=O)CSc2nnnn2C)s1	-1.0	0.0	-0.0246	-2.3	18.0	8.2	-0.1	-8.9	0.4
CCC1CCCCN1CC(=O)Nc1cc(C)nn1-c1nc(C)cc(C)n1 (stereo not drawn)	-10.3	-0.1	nt	-1.2	5.1	6.0	4.0	5.8	5.2

# Laid out differently: results already given
# Every second line gives: TNF death inh	zVAD death inh	Cl transport mod	Rad51 HR inh	FXIIa inh 1536	FXIa inh 1536	Thrombin inh	KLK5 inh	Hck Nef HTS
> CCOC(=O)/C(C#N)=C(\O)c1ccc(NC(=O)c2ccc([N+](=O)[O-])cc2)cc1
  0.5	0.5	-0.371	18.1	11.8	5.9	2.5	6.3	15.6
> CCOC(=O)Cc1cc(=O)n2[nH]cc(-c3cccc(Br)c3)c2n1
  -0.9	1.1	2.36	7.8	11.5	6.9	3.0	nt	2.8
> O=C(NCC(c1cccs1)N1CCOCC1)c1ccc(Cl)c([N+](=O)[O-])c1 (stereo not drawn)
  -5.3	-0.5	0.00659	8.2	6.5	9.6	-2.1	-7.5	-0.8

# Next part:
SMILES	TNF death inh	zVAD death inh	Cl transport mod	Rad51 HR inh	FXIIa inh 1536	FXIa inh 1536	Thrombin inh	KLK5 inh	Hck Nef HTS
CCCC[C@@H]1C[C@H]1[C@@H](NC(=O)c1ccccc1)c1ccccc1C(F)(F)F	-0.3	0.6	0.0838	-2.9	0.3	-8.5	-2.5	16.1	-8.3
CO/N=C/c1c(C(=O)OC)nn(-c2ccccc2)c1Cl	-0.1	0.3	-0.00798	-10.2	0.8	-4.7	1.4	-8.2	7.3
CN(CC(=O)N1CCCC1)S(=O)(=O)c1cc(Cl)ccc1Cl	-1.9	0.8	nt	-4.7	10.8	0.2	1.7	-9.4	5.9
O=C(Nc1ccccc1)N1CCN(C(=O)Nc2ccccc2)CC1	1.7	1.3	-0.336	2.5	-5.1	0.7	-1.3	-5.6	22.9
COc1cccc(CNc2ccc(F)c(Cl)c2)c1O	2.2	0.1	nt	-0.6	0.5	-1.2	-3.3	1.2	1.2
Cc1cc(-c2csc(NC(=O)c3ccc(C#N)cc3)n2)c(C)n1Cc1ccccc1	1.4	2.1	-0.386	11.5	8.0	3.5	-4.3	12.9	-2.4
